S3 lipid droplet – qHTS Assay for Lipid Storage Modulators in Drosophila S3 Cells; Drosophila S3 cells, BODIPY lipid droplet fluorescence, 18-24 h; cells fed with added oleic acid; AID 2685; 0.64% of 320,000 active; lipid storage change, negative = inhibition, % at the top dose, mostly 46.1 µM; hits show Potency in µM; active = well fitted inhibition curve with a large enough effect in the signal ratio, with a control signal flat, not every such curve was filed as active; inconclusive = small, poorly fitted or top-dose-only effect, or effect the other way, or a change in a side signal; the % refers to the signal ratio
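Drosophila S3 cells loaded with oleic acid (400 uM, as added) and compounds at several concentrations; lipid droplets imaged by 488-nm laser-scanning cytometry, 500–530 nm intensity and object ratio to cell channel. Percent activity normalized to 20 uM Triacsin C.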
S3 lipid droplet cell count max – second read-out of S3 lipid droplet, no call of its own (marks repeat the call); cell number change, %; measured here: cell count max response;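 cells counted by Cell Tracker Red CMTPX staining in the red channel; peak over a dose series mostly up to 46.1 µM; percent activity relative to internal control wells on each plate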
Starred values were filed as active, the others as inactive; i = inactive; ? = inconclusive; . = not tested or not shown; [ ] = dose if it differs, or a comment. % is set by controls: 0 for no effect and ±100 for the full control effect; potency is the fitted concentration of half-maximal effect. Some of the compounds tested. The share of hits here may be higher or lower than overall.

Results follow in this order: S3 lipid droplet, S3 lipid droplet cell count max
- CCOc1ccc(CNc2ncnc(N)n2)cc1
→ ?, .
- Cc1ccc(-n2nc3c(=O)n(CCCC(=O)NCc4ccc(C)o4)nc(C)c3c2C)cc1
→ i, -2.0
- CC(C)(C)c1ccc(C(=O)NCC(=O)OCC(=O)c2ccc3c(c2)-c2ccccc2C3)cc1
→ ?, .
- Cc1ccccc1CNC(=O)c1ccccc1C
→ 0.1%, 25.8
- CCOc1ccc(C(=O)NN2C(=S)NC(C)(C)C=C2C)cc1
→ ?, .
- Cc1csc(NC(=O)CSc2nnc(Cc3cccn3C)n2CCc2ccccc2)n1
→ -19.0%, -8.7
- CC(C)CC(=O)Nc1cccc2c1C(=O)N(c1ccccc1)C2=O
→ 3.9%, -17.6
- O=C(c1cc2ccccc2oc1=O)N1CCN(c2ccc(N3CCOCC3)nn2)CC1
→ -4.5%, 14.4
- O=C(CCNC(=O)C1CCN(S(=O)(=O)c2ccc(F)cc2)CC1)NCc1ccccc1Cl
→ i, 25.0
- COc1ccc([C@@H]2[C@H]3CN(C(C)=O)CC=C3C(C#N)=C(N)C2(C#N)C#N)c2ccccc12
→ ?, .
- CCOC(=O)c1c(-c2ccccc2)oc2ccc(OC)cc12
→ ?, .
- CCCCCOc1ccc(N2C(=O)C3C4C=CC(C3C2=O)N(C)C4=O)cc1 (stereo not given)
→ 0.4%, -0.9
- O=C(CSc1nc2ccccc2o1)N1c2ccccc2Sc2ccccc21
→ ?, .
- O=C1N=C(N2CCCCC2)SC1=C1CCCC1
→ ?, .
- COc1ccc(CN(C)C(=O)c2ccc(NS(=O)(=O)c3ccc(F)cc3)cc2)c(OC)c1OC
→ ?, .

Compound profiles, from the list above. Screens in order: S3 lipid droplet | S3 lipid droplet cell count max
`COc1ccc(CN(C)C(=O)c2ccc(NS(=O)(=O)c3ccc(F)cc3)cc2)c(OC)c1OC` is entered as ? | .
`CC(C)CC(=O)Nc1cccc2c1C(=O)N(c1ccccc1)C2=O` is entered as 3.9% | -17.6
`O=C1N=C(N2CCCCC2)SC1=C1CCCC1` is entered as ? | .
`O=C(c1cc2ccccc2oc1=O)N1CCN(c2ccc(N3CCOCC3)nn2)CC1` is entered as -4.5% | 14.4
`Cc1ccc(-n2nc3c(=O)n(CCCC(=O)NCc4ccc(C)o4)nc(C)c3c2C)cc1` is entered as i | -2.0

(listing goes on)
Results follow in this order: S3 lipid droplet, S3 lipid droplet cell count max
- Cc1cccc(-c2cc3nc(-c4ccccc4)cc(N4CCC5(CC4)OCCO5)n3n2)c1
→ -9.6%, -7.1
- COc1cccc(Nc2nnc(SCC(=O)Nc3sccc3C(N)=O)s2)c1
→ i, .
- Cc1ccc(S(=O)(=O)N2CCOCC2)cc1NC(=O)CSc1nccn1C
→ 5.9%, .
- O=C(OCC(=O)N1CCN(C(=O)c2ccco2)CC1)c1sc2cc(F)ccc2c1Cl
→ ?, .
- Cc1cc(OCC(=O)Nc2nnc(C3CC3)s2)ccc1[N+](=O)[O-]
→ 5.9%, .
- COc1ccc(CCNC(=O)c2sc3ccccc3c2Cl)cc1OC
→ ?, .
- CC(C)c1ccc(S(=O)(=O)c2n[nH]n3c2nc(=O)c2ccccc23)cc1
→ 3.2%, 7.0
- O=S(=O)(Nc1nccs1)c1cnc(Cl)c(Br)c1
→ i, 2.9
- COc1ccc(C(=O)Nc2cc([N+](=O)[O-])ccc2N2CCN(C)CC2)cc1
→ ?, .
- O=C(NCCCN1CCCC1)c1ccc(CSCc2cccc(Cl)c2)o1
→ 11.2%, -7.0
- COc1cc(/C=N/NC(=O)C23CC4CC(CC(C4)C2)C3)cc(Br)c1O
→ -2.5%, -10.7
- COc1ccc(N2CCN(C(=O)[C@@H](NC(=O)c3ccccc3Cl)C(C)C)CC2)cc1
→ i, -1.8
- CCCCCCc1ccc(OCC(=O)O)cc1OCC(=O)O
→ ?, .
- O=[N+]([O-])c1cn(Cc2ccc(Cl)cc2)cn1
→ -19.6%, -3.4
- COc1ccc(CCNC(=O)c2nn(C)cc2Cl)cc1
→ i, -0.3
- CCOC(=O)NC(=O)/C(C#N)=N/Nc1c(F)cccc1F
→ ?, .
- CCOC(=O)C1CCCN(S(=O)(=O)c2ccc3ccccc3c2)C1 (stereo not given)
→ ?, .
- COC(=O)CCC(=O)OC1(C)C(=O)C=C2C=C(C3CC3)N(Cc3ccccc3)C=C2C1=O (stereo not given)
→ 13.6%, 24.9
- O=C(c1ccco1)N1CCN(C(=O)C(Sc2ccccc2)c2ccccc2)CC1 (stereo not given)
→ i, .
- Cc1cnc(C(=O)Nc2ccc(N3CCOCC3)cc2)cn1
→ 3.4%, 2.1
- Cc1nc(N2CCOCC2)nc2c1CCC2
→ ?, .
- O=C(N/N=C/c1ccccn1)c1ccc(Cl)cc1
→ ?, .
- COc1cc(NC(=S)NCc2cccnc2)cc(OC)c1
→ 5.8µM*, -12.6*
- CCCn1c(SCC(=O)NC2CC2)nnc1-c1cccs1
→ -14.1%, 9.1
- O=C(Cc1c(F)cccc1Cl)Nc1nc2ccccc2s1
→ ?, .
- Cc1cccc(NC(=O)CN2CCN(C(=O)CNC(=O)Cc3cccc4ccccc34)CC2)c1C
→ ?, .
- CC1CCCN(CCCOc2ccc([N+](=O)[O-])cc2)C1 (stereo not given)
→ ?, .
- O=C(N/N=C/c1cccc2ccccc12)c1ccccc1Cl
→ 3.1%, -2.4
- CC1Cc2ccccc2N1C(=O)CSc1nnc(-c2ccc(S(=O)(=O)N3CCOCC3)cc2)n1C (stereo not given)
→ -18.7%, -3.8
- COc1ccc(CC(=O)Nc2ccc(N3CCOCC3)cc2)cc1OC
→ -7.8%, 16.2

The list continues.
Molecule | S3 lipid droplet | S3 lipid droplet cell count max
COc1ccccc1N(CC(=O)Nc1ccccc1C(=O)N1CCCC1)S(C)(=O)=O | 18.4µM* | 1.6*
CC(C(=O)Nc1nc2ccccc2[nH]1)N1C(=O)C2CC=CCC2C1=O (stereo not given) | ? | .
COC(=O)c1nc(N)sc1C | -12.1% | 27.9
CCc1noc(C)c1C(=O)Nc1ccccc1N1CCOCC1 | 24.3% | .
Cc1cc(CNC(=O)c2ccc3c(c2)OCO3)c2ccccc2n1 | 9.5% | 1.3
CCOC(=O)c1[nH]c(C)c(C(=O)N2CCN(c3cccc(Cl)c3)CC2)c1C | ? | .
CCCCN(C(=O)c1ccc(S(=O)(=O)N2CCOCC2)cc1)C1CCS(=O)(=O)C1 (stereo not given) | 16.8% | .
COc1ccc(NC(=O)Nc2ccc(C(=O)N3CCOCC3)cc2)cc1 | ? | .
ClCc1c2ccccc2cc2ccccc12 | ? | .
O=S(=O)(c1ccc(F)cc1)c1nc(-c2ccco2)oc1Nc1ccc(F)cc1 | ? | .
COc1ccc(C)cc1N(C(=O)CNC(=O)c1ccco1)C(C(=O)NC1CCCC1)c1cccnc1 (stereo not given) | ? | .
CCCCCCCC[n+]1cccc(C(=O)N(CC)CC)c1 | ? | .
CNC[C@@H](C)NC[C@@H](Cc1ccccc1)NCCc1ccccc1 | ? | .
COc1cc(NC(=O)COc2ccccc2)c(OC)cc1NC(C)=O | ? | .
CN(C)c1ccc(/C=N/Nc2cccc(C(=O)O)c2)cc1 | i | 19.8
CCn1c(SCc2nc(N)nc(N3CCCCC3)n2)nc2c1c(=O)n(C)c(=O)n2C | 13.9% | 16.8
CN1CCCN(C(=O)CC2(CC(=O)O)CCCC2)CC1 | 8.4% | -16.5
Cc1ccc(CNC(=O)COc2ccccc2-c2ccccc2)cc1 | ? | .
Cc1ccc(C(=O)N2CCCC(CCC(=O)N3CCN(c4ccccn4)CC3)C2)s1 (stereo not given) | ? | .
COC(=O)c1ccc(OCC2c3cc(OC)c(OC)cc3CCN2C(=O)c2ccco2)cc1 (stereo not given) | ? | .
O=C(NC1CCCCC1)C1Cc2ccccc2CN1S(=O)(=O)c1ccc(F)cc1 (stereo not given) | -0.2% | -3.7
CCOC(=O)/C=C1\SCC(=O)N1CC(=O)NC12CC3CC(CC(C3)C1)C2 | i | .
Cc1ccc(NC(=O)CN(C)C(=O)CSc2ncc(C(F)(F)F)cc2Cl)cc1 | ? | .
Cc1ccc(NC(=O)Cc2ncc(C(F)(F)F)cc2Cl)cc1Cl | ? | .
CCOC(=O)c1cc(-c2ccco2)nn1-c1ccc(C)cc1 | ? | .
O=C(CNC(=O)OCc1ccccc1)NC1CCCCCCC1 | ? | .
O=C(NCc1cnc2ccccn12)C1CCC(=O)N(Cc2cccc(F)c2)C1 (stereo not given) | -14.7% | -9.0
CCN(CC)CCn1c(NCc2cc(OC)ccc2OC)nc2ccccc21 | 0.1% | -2.3
Cc1onc(-c2ccccc2)c1-c1nc2ccccc2c(=O)o1 | ? | .
CC(Nc1ccc(Cl)c(Cl)c1)C(=O)NN (stereo not given) | ? | .
COc1ccc(C(=O)O)cc1NC(=S)NC(=O)Cc1ccc(Cl)cc1 | ? | .
COc1ccc(/C=N\N=C2/SC(CC(=O)O)C(=O)N2c2ccc(O)cc2)cc1 (stereo not given) | 1.5% | 19.5
O=C(O)C1C2C=CC(C2)C1C(=O)NCc1ccc(Cl)cc1Cl (stereo not given) | i | -2.5
COc1ccc(CC(=O)NNC(=S)Nc2ccc(Br)cc2)cc1 | ? | .
COc1cc(C(=O)NCc2nnc(SCC(=O)NCc3ccccc3)o2)cc(OC)c1OC | ? | .
O=C(CN(c1ccccc1)S(=O)(=O)c1ccccc1)N/N=C/c1ccc(OC2CSC2)cc1 | -1.9% | -1.2
CC(OCc1ccccc1)C(NC(=O)OC(C)(C)C)C(=O)NCC1CCCO1 (stereo not given) | i | -8.3
Cc1ccc(NC(=O)C2COc3ccccc3O2)nc1 (stereo not given) | ? | .
O=C(Cc1ccc(Cl)cc1)Nc1ccc(S(=O)(=O)Nc2cnc3ccccc3n2)cc1 | ? | .
COC(=O)C(NC(C)=O)(Nc1sc2c(c1C(N)=O)CCCC2)C(F)(F)F (stereo not given) | ? | .
Cn1cc(Br)c(C(=O)N2CCCCCC2)n1 | ? | .
CCCN(CCC)CCCNC(=O)c1ccc2c(c1)N(CC)C(=O)c1ccccc1S2=O (stereo not given) | 0.5% | -2.0
Fc1ccc(CSc2nc3ccccc3[nH]2)cc1 | ? | .
Cn1c(SCC#N)nc2ccccc2c1=O | ? | .
CCCn1c(SC(C)C(=O)NC2CC2)nnc1-c1ccncc1 (stereo not given) | 5.0% | -5.9
CCn1c(Cn2nnc(-c3ccccc3)n2)nnc1SCC(=O)Nc1cccc(C)c1C | 1.2% | -16.3
CN(C)S(=O)(=O)c1ccc(C(=O)NCC(=O)N/N=C/c2ccccc2)cc1 | -3.5% | 5.4
COC(=O)c1ccc(N2CCN(C)CC2)c(NC(=O)c2ccc(-c3ccc(Cl)cc3)o2)c1 | 0.0% | -14.0
O=S(=O)(Nc1ccc(N2CCOCC2)cc1)c1ccc(Cl)s1 | ? | .
COc1cccc(-n2c(SCC(=O)NCCC3=CCCCC3)nc3n[nH]c(C)c3c2=N)c1 | ? | .
O=C(CNC(=O)c1ccc(Br)cc1)NCC(=O)OCc1ccc(Cl)cc1 | ? | .
O=C(Nc1nnc(C2=COCCO2)o1)c1ccc([N+](=O)[O-])cc1 | i[0.369 µM] | -14.5
CCOC1CCCCC1NS(=O)(=O)c1ccc(Cl)cc1 (stereo not given) | ? | .
O=C(O)c1ccccc1N(Cc1ccccc1)C(=O)CO/N=C/c1ccccc1 | ? | .
COc1ccc(Sc2nc(-c3ccccn3)ncc2OC)cc1 | ? | .
CC(C)Oc1ncnc2c1[nH]c1ccccc12 | ? | .
CN(Cc1nccn1C)C(=O)c1ccc2nc(Cc3ccccc3F)oc2c1 | i | 7.8
CCCCN(Cc1cc2cc(OC)ccc2[nH]c1=O)C(=O)c1ccco1 | ? | .
CC(=O)NCCn1c(SCC(=O)NCCC(C)C)nc2ccccc2c1=O | ? | .
CCCCNC(=S)N(CCN(CC)CC)Cc1cc2cc3c(cc2[nH]c1=O)OCO3 | ? | .

Additional results:
Molecule | S3 lipid droplet | S3 lipid droplet cell count max
COCCNC(=O)c1cc(S(=O)(=O)N2CCCCC2)ccc1N1CCOCC1 | 24.9%[0.0737 µM] | -0.3
Cc1ccc(C(=O)Nc2cccc(NC(=O)c3ccc(C)o3)n2)o1 | 11.2% | 13.7
O=C(CSc1nc2ccccc2c(=O)n1NC(=O)Cc1ccccc1)NCc1ccco1 | i | -18.1
O=C(CCCN1C(=O)c2ccccc2C1=O)Nc1ccccc1C(=O)N1CCOCC1 | 8.7% | 7.0
CCOC(=O)CNc1c(-c2ccc(Cl)cc2)nc2cnccn12 | -11.5% | -8.6
COc1ccc(CCn2c(S)nc3ccccc3c2=O)cc1 | 10.7% | 8.4
CCOc1ccc(NC(=O)CN(C)C(=O)c2cccnc2Sc2ccc(C)c(C)c2)cc1OCC | ? | .
O=C1N=C(N2CCN(c3ccccc3)CC2)S/C1=C\c1cn[nH]c1-c1ccccc1 | ? | .
COC(=O)c1cc2occc2n1Cc1cccc(C)c1 | 7.7% | 14.5
O=C(CCCc1ccccc1)NCc1ccc(F)cc1 | ? | .
O=C(NCN1CCOCC1)c1cnccn1 | 0.8% | 8.1
Cc1ccccc1N(CC(=O)NC(C)(C)C)C(=O)CS(=O)CC(=O)Nc1ccc2c(c1)OCO2 (stereo not given) | 21.6% | 1.7
COc1c(C(=O)NNC(=O)c2ccccc2)csc1Br | -1.8% | 23.6
COc1ccc(-c2cc(C(=O)O)sc2C)cc1 | -10.9% | -14.0
Cc1cc(Nc2cccc(F)c2)n2nc(C)nc2n1 | 4.8% | 4.3
Cc1cc(=O)n2nc(N3CCC(C(=O)NCc4ccc(F)cc4)CC3)sc2n1 | ? | .
CC(=O)OC1CC(c2cc(C(C)(C)C)c(O)c(C(C)(C)C)c2)=NO1 (stereo not given) | ? | .

High-throughput results: PubChem, National Center for Advancing Translational Sciences (NCATS)
